Compound activity as filed in PubChem BioAssay.
Glyco luc inh – blocks N-linked glycosylation in D54 reporter cells; D54 ERlucT glycosylation luciferase reporter, 24 h; percent of 100 nM tunicamycin response; reporter increase, % at 12.5 µM; 360,000 tested, 0.23% active; AID 588692;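 active means mean luciferase reporter signal, scaled so untreated is 0 and the glycosylation-blocking control 100, at or above a set limit in every replicate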;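 further: luciferase carries N-glycosylation sites so blocking glycosylation raises the light; 0% = median of neutral control wells and 100% = median of 100 nM tunicamycin wells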
m5-HT2A agonist – agonists of mouse serotonin 5-HT2A receptor (HTR2A). P35363. activation, % at 7.6 µM. 360,000 tested, 0.66% active. AID 624169. CHO-K1 mHTR2A beta-arrestin complementation, luminescence; percent of 30 µM serotonin response;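 active means activation above a run cutoff, the mean activation of all tested compounds plus 3 SD, cut at about 14% in these data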;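 further: 0% = plate median of compound wells and 100% = 30 µM serotonin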
Target sequence (P35363 whole entry, looked up): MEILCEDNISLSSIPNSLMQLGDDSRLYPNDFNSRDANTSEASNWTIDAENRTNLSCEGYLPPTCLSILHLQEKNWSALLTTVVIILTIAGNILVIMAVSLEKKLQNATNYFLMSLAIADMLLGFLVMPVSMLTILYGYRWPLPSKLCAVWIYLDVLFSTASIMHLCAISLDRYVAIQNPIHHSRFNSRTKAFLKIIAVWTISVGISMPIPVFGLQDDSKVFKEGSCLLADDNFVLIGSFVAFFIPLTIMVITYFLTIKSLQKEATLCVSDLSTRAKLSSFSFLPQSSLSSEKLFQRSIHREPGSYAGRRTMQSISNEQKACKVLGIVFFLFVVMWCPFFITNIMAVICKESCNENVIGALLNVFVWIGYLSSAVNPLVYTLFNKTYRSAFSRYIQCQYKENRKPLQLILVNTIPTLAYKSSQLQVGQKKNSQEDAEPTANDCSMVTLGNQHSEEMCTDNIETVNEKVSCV
MC4R barr agon – agonists of human melanocortin 4 receptor (MC4R) beta-arrestin. activation, % at 8.9 µM. P32245. U2OS MC4R beta-arrestin complementation, luminescence; percent of melanotan II response, DMSO zero. AID 540308. 360,000 tested, 0.98% active;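 active means activation above a per-plate cutoff, the mean activation of sample wells on that plate plus 3 SD, cut at about 8% in these data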
Target sequence (P32245 whole entry, looked up): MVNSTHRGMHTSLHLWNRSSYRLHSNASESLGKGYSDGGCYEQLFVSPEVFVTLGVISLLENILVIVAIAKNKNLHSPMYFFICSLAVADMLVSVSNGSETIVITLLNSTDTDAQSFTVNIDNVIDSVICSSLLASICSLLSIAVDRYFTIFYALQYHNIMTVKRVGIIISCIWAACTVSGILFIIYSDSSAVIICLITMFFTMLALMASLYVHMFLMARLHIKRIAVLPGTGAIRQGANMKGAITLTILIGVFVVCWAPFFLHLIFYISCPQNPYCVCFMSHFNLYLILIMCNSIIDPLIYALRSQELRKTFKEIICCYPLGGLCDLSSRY
ABCB6 inh 2 – inhibitors of human ABC transporter ABCB6 | K562-ABCB6 porphyrin accumulation, flow cytometry, 1 h; stronger effect = lower value | 360,000 tested, 0.19% active | fluorescence ratio to DMSO, % at 10 µM;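 active means fluorescence ratio to DMSO below 75%, the collection mean minus 3 SD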;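 further: signal is porphyrin accumulated inside mitochondria; 100% equals median channel fluorescence of DMSO control wells; lower ratio means ABCB6 inhibition with less porphyrin fluorescence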
NOD2 RIPK2 PPI – inhibitors of human NOD2-RIPK2 interaction | O43353 | AID 624267 | 360,000 tested, 0.38% active | inhibition, % at 4.98 µM | CHO BLA complementation NOD2-RIPK2, CCF4 ratio; in the data active means inhibition above about 21%;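 further: 0% = vehicle only and 100% = reference blocker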
H9c2 protect – modulators protecting cardiomyocytes from myocardial damage | H9c2 cardiomyocytes, H2O2 injury protection, ATPLite, 2 h | protection from H2O2 cell death, % at 20 µM | 360,000 tested, 0.63% active | AID 588492;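 active means compounds giving at least 50% protection of heart cells from peroxide-induced death in the single-dose screen, raw or plate-pattern-corrected value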;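 further: 0% = DMSO wells with peroxide and 100% = DMSO wells without peroxide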
SRC2 inh – inhibits human steroid receptor coactivator 2 | HEK293 GAL4-SRC2 luciferase reporter, luminescence | AID 651957 | 370,000 tested, 0.17% active | inhibition, % at 9 µM | Q15596;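 active means inhibition above the mean inhibition of all tested compounds plus 3 SD, set per campaign, cut at about 52% in these data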;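 further: 0% = DMSO treated cells and 100% = cells given Gossypol at 36 µM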
MC4R antagonist – human MC4R antagonism in cAMP assay; P32245; MC4R-expressing cells, MTII-stimulated cAMP, LANCE TR-FRET; 360,000 tested, 0.48% active; AID 540295; inhibition, % at 6.5 µM;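 active means inhibition above its plate's cutoff, the mean of tested wells on that plate plus 3 SD, cut at about 29% in these data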;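 further: 0% = Melanotan II alone and 100% = Melanotan II plus saturating MCL0020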
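System: U2OS-MC4R stable cell line; Technique: Eu-cAMP/anti-cAMP TR-FRET, emission 671 nm; Repeats: single well per compound; Also added: Melanotan II; Dosing: one concentration, 6.5 µM nominal; Schedule: 30-min compound, 1-h challenge, 1-h detection, room temperature.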
TLR9-MyD88 inh – inhibitors of human TLR9-MyD88 binding. inhibition, % at 4.98 µM. Q9NR96+Q99836. AID 504734. CHO BLA complementation TLR9-MyD88, CCF4 FRET ratio. 340,000 tested, 0.21% active;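 active means inhibition above the mean over all tested compounds plus 3 SD, cut at about 21% in these data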;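 further: 0% = DMSO only wells and 100% = clavulanate BLA inhibitor control wells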
ABHD5 PLIN5 PPI – ABHD5-PLIN5 protein interaction inhibition; Q00G26+Q8WTS1; Split G. princeps luciferase complementation, luminescence, 4 h; inhibition, % at 4 µM; 360,000 tested, 0.78% active;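 active means inhibition above the mean inhibition across every tested compound plus 3 SD, cut at about 22% in these data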;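 further: 0% = DMSO only wells and the 100% control is not disclosed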
An asterisk follows results filed as active; / = not tested or not shown. This is a subset, so the mix of outcomes need not match the whole.

SMILES	Glyco luc inh	m5-HT2A agonist	MC4R barr agon	ABCB6 inh 2	NOD2 RIPK2 PPI	H9c2 protect	SRC2 inh	MC4R antagonist	TLR9-MyD88 inh	ABHD5 PLIN5 PPI
COc1ccc(N(CC(=O)NCCSCc2ccc(C)cc2)S(=O)(=O)c2ccccc2)cc1	-4	-10	-1.8	104	-18	11	-16	12	-3	0
CCC(=O)N1CCc2cc(Br)cc(S(=O)(=O)N3CCC(C(=O)NCCCOC(C)C)CC3)c21	0	3	1.9	90	-9	10	-4	-6	-15	7
COc1cc(C(C)=O)ccc1OCC(=O)NCCCn1nc(C)cc1C	3	6	-0.1	93	-8	-5	-19	3	-7	6
N#C/C(=C/c1ccc(Cl)cc1)NC(=O)c1ccccc1	1	6	0.7	97	-9	-12	-29	-3	-5	-2
Cc1c(C)c(C)c(/C=[N+](/C)[O-])c(C)c1C	-1	0	-2.7	93	4	-2	25	1	-3	-3
CCSc1cc(C2C(C#N)=C(N)OC(C)=C2C(=O)OC)c(C)o1 (configuration not stated)	1	-3	-2.3	102	2	-8	8	10	9	3
CCn1cc(CN2CCC(n3nccc3NC(=O)CCOc3ccccc3)CC2)c(C)n1	2	8	-2.6	100	0	-2	-18	1	13	6
COc1cccc(NC(=O)CN(C)C(=O)CNC(=O)c2ccccc2F)c1	1	0	-1.5	96	-17	-2	7	5	0	5
CCN(CC)c1ccc(/C=N/NC(=O)CNC(=O)/C=C/c2ccco2)cc1	3	-4	-0.3	94	-3	-6	0	-9	-2	5
N#CCCN(CCC#N)C(=S)NC1CC2C=CC1C2 (configuration not stated)	2	-2	-2.0	93	0	-6	-10	0	-4	-1
C=C(C)c1cccc(C(C)(C)NC(=O)N2CCN(c3ccc(OC)cc3)CC2)c1	0	1	0.2	92	2	1	-10	5	7	1
COC(=O)[C@H]1[C@H](CCc2ccccc2)NC(=O)N(Cc2ccccc2)[C@@H]1C	-2	-4	1.7	96	-27	0	0	0	0	-1
COc1ccc(CN2C(=O)c3cccnc3C2=O)cc1S(=O)(=O)N1CCCCC1C (configuration not stated)	1	4	0.4	101	-15	2	-26	4	2	5
Cc1nc(SCC(=O)NCc2ccco2)c2c3c(sc2n1)CCCC3	2	-1	-1.2	92	-1	-6	10	-8	1	7
COc1cc(OC)nc(NC(=O)CSc2nnc(-c3ccccc3)n2C2CCCCC2)n1	2	11	-0.3	104	2	4	-1	9	-10	4
CCN1CCN(c2ccc(S(=O)(=O)N3CCCCC3)cc2NC(=O)COc2ccc(Cl)c(C)c2)CC1	-6	-16	-0.7	97	4	-6	4	6	-8	-4
CC(NC(=O)CCC1COc2ccccc2O1)c1ccccc1 (configuration not stated)	2	2	0.9	97	-4	6	-21	12	6	5
CC1CCCC(C)N1C(=O)CN1C(=O)c2ccccc2S1(=O)=O (configuration not stated)	2	1	-0.6	104	-8	-2	-3	-3	-12	-5
CC1CCCN(C(=O)COC(=O)c2ccc3[nH]c4c(c3c2)CCCC4)C1 (configuration not stated)	-2	-4	-3.1	96	-10	-5	-3	10	-3	0
CCS(=O)(=O)N1Cc2ccccc2CC1C(=O)Nc1ccc(OC)cc1 (configuration not stated)	-2	-2	-3.6	102	-1	0	-11	-4	9	4
Cc1sc2c(c1C)C(O)=C(C(=O)Nc1ccccc1)S(=O)(=O)N2C	2	8	-0.4	99	-14	-7	13	5	-3	-2
Cc1ccc2c(c1)N(CC(=O)NCC1CCCO1)C(=O)CO2 (configuration not stated)	0	2	-1.5	98	-8	5	-1	17	7	3
COc1ccc(/C=N/OC(=O)Nc2ccc(Cl)cc2)c(OC)c1	0	2	4.1	102	-3	0	-16	3	9	18
CC(C)c1ccc(NC(=O)c2cccc(NC3=NC4CS(=O)(=O)CC4S3)c2)cc1 (configuration not stated)	-2	-3	0.1	100	0	-2	8	7	4	2
COc1ccc2oc(=Nc3ccccc3)c(-c3nc4ccccc4[nH]3)cc2c1	-9	3	1.2	98	4	-14	-58	-6	11	6
CCOC(=O)N1CCN(C(=O)c2cccc(NC(=O)c3ccco3)c2)CC1	-3	3	-1.7	85	6	8	10	0	-11	12
CCN1C(=S)N[C@@H](CCc2ccccc2)[C@H](C(=O)OC)[C@H]1C	-2	-2	0.6	105	-5	-2	7	7	-14	9
COc1cccc(-n2cnc3sc(-c4ccccc4)cc3c2=O)c1	-1	6	-2.7	94	-6	-3	-12	10	3	2
CC(=O)c1cnc(N(C)C)s1	1	0	-1.7	97	-1	5	-14	8	5	4
O=C(COc1ccc(Cl)cc1Br)N1CCN(c2ncccn2)CC1	0	-11	-2.5	102	-1	-5	1	-10	0	1
COc1ccc(CC(N)c2csc(NC(=O)Nc3ccccc3-c3ccccc3)n2)cc1 (configuration not stated)	-1	-2	2.7	92	-7	-24	10	0	/	3
Cc1nnc(SCC(=O)Nc2cccc(S(=O)(=O)N3CCCC3)c2)n1C1CC1	0	-2	-1.9	100	-7	8	-18	16	0	-4
CSCc1ccc(C(=O)NCc2ccc(F)cc2)cc1	-1	-4	0.3	104	-10	-6	-22	5	6	-2
COc1ccc2c(c1)nc(N)n2Cc1ccccc1	-2	-5	-0.9	87	-11	-8	16	-3	6	4
CNC(=O)CCCN1C(=O)c2ccccc2Sc2ncccc21	2	3	-1.9	94	-11	5	-5	9	1	4
O=C1O[C@@H](c2ccc(O)cc2)Cc2cccc(O)c21	1	2	0.5	96	-13	-10	-6	-2	-5	-4
Cc1cccc(C)c1NC(=O)COC(=O)C1CC1	1	6	-0.9	103	-4	2	-17	7	0	5
Cc1nnc(NC(=O)c2ccc(F)c(S(=O)(=O)N3CCCCC3)c2)s1	3	4	-2.4	94	-3	5	9	3	-2	-5
COc1ccc(S(=O)(=O)N(C)CC(=O)NCCC2=CCCCC2)cc1OC	1	-7	1.8	95	9	-4	-5	-3	1	4
CCN(Cc1ccncc1)C(=O)c1ccc(C)c(S(=O)(=O)N2CCCCC2)c1	9	2	0.9	102	-3	-6	21	14	2	2
O=C(Nc1ccc(OC(F)(F)C(F)F)c(NC(=O)c2ccc(F)cc2)c1)c1ccc(F)cc1	-5	3	12*	95	-15	0	-44	6	3	-8
COc1cccc2c1CCc1c-2nc2ccccc2c1C(=O)O	-1	7	0.5	90	-5	-3	-48	23	9	-2
Cn1c(CCN2CCCCC2)nc2cc(NC(=O)C3CCCCC3)ccc21	-6	-5	-0.6	93	-8	2	4	-2	5	-5
COc1ccccc1CNC(=O)COC(=O)C1=COCCO1	0	1	0.5	102	2	4	3	11	-2	6
Cc1ccnc2nc(C(=O)OCC(=O)N3CC(C)CC(C)C3)nn12 (configuration not stated)	2	1	-2.5	96	-4	-1	-25	3	9	-7

Reprinted from the part before: 6 entries, then new ones.
SMILES	Glyco luc inh	m5-HT2A agonist	MC4R barr agon	ABCB6 inh 2	NOD2 RIPK2 PPI	H9c2 protect	SRC2 inh	MC4R antagonist	TLR9-MyD88 inh	ABHD5 PLIN5 PPI
CCN(Cc1ccncc1)C(=O)c1ccc(C)c(S(=O)(=O)N2CCCCC2)c1	9	2	0.9	102	-3	-6	21	14	2	2
O=C(Nc1ccc(OC(F)(F)C(F)F)c(NC(=O)c2ccc(F)cc2)c1)c1ccc(F)cc1	-5	3	12*	95	-15	0	-44	6	3	-8
COc1cccc2c1CCc1c-2nc2ccccc2c1C(=O)O	-1	7	0.5	90	-5	-3	-48	23	9	-2
Cn1c(CCN2CCCCC2)nc2cc(NC(=O)C3CCCCC3)ccc21	-6	-5	-0.6	93	-8	2	4	-2	5	-5
COc1ccccc1CNC(=O)COC(=O)C1=COCCO1	0	1	0.5	102	2	4	3	11	-2	6
Cc1ccnc2nc(C(=O)OCC(=O)N3CC(C)CC(C)C3)nn12 (configuration not stated)	2	1	-2.5	96	-4	-1	-25	3	9	-7
CC1(C)CC(=O)C=C(NCC(=O)O)C1	0	5	-1.0	81	20	0	-15	2	7	2
CC(c1nc2scc(-c3ccccc3)c2c(=O)[nH]1)N1CCN(CC(=O)NC2CC2)CC1 (configuration not stated)	-3	-1	-3.5	97	-6	-1	-27	-3	-12	6
Cc1ccc(N/C=C(/C#N)c2ccsc2)cc1	-1	-6	-1.3	100	-8	-19	-47	-3	-12	-11
Cc1ccc(S(=O)(=O)Nc2ccc3[nH]ccc3c2)cc1	-4	1	-1.4	96	-4	-7	-9	9	2	16
CC1CCCN(C(=O)COC(=O)CSc2ccc(C(N)=O)cc2[N+](=O)[O-])C1 (configuration not stated)	3	8	-2.4	100	1	29	-7	17	4	10
CCOc1ccc(-c2cccc(NC(=O)c3ccco3)c2)nn1	4	-1	-3.7	130	-6	0	-11	-4	-17	-7
COc1ccc(CC(C)N2CCN(c3ccccc3)CC2)cc1OC (configuration not stated)	-1	13	-0.1	104	-7	-4	6	-3	3	2
COCCNC(=O)C1CCCN(Cc2ccc(C(C)C)cc2)CC1 (configuration not stated)	0	-3	0.4	92	-9	-1	12	1	/	-2
N#Cc1ccc(OCC(=O)Nc2nc(-c3cccnc3)cs2)cc1	1	4	9.1*	102	-3	9	1	4	-8	-10
O=C(CSc1ccc([N+](=O)[O-])cc1)NCC1CCCCC1	0	-3	-2.0	97	1	5	3	3	5	-6
COc1ccccc1[C@H]1C(c2cccc(C)c2)=NN(c2ccccc2)[C@@H]1CO	2	-2	0.3	103	-11	-14	-15	-1	-8	4
CC(C)(CN1CCc2ccccc2C1)NS(=O)(=O)c1ccc(Cl)cc1	3	-4	1.6	95	0	5	6	13	-12	7
